Anthrax LF prot: inhibitors of Bacillus anthracis lethal factor protease | P15917 | multiplex microsphere protease cleavage assay, LF | inhibition, % at 10 µM | actives 0.12% (n = 360,000) | AID 588501; in the data active = inhibition above about 30%; note: plate controls were buffer without enzyme for full effect and enzyme alone for no effect
Target sequence (P15917 whole entry, looked up): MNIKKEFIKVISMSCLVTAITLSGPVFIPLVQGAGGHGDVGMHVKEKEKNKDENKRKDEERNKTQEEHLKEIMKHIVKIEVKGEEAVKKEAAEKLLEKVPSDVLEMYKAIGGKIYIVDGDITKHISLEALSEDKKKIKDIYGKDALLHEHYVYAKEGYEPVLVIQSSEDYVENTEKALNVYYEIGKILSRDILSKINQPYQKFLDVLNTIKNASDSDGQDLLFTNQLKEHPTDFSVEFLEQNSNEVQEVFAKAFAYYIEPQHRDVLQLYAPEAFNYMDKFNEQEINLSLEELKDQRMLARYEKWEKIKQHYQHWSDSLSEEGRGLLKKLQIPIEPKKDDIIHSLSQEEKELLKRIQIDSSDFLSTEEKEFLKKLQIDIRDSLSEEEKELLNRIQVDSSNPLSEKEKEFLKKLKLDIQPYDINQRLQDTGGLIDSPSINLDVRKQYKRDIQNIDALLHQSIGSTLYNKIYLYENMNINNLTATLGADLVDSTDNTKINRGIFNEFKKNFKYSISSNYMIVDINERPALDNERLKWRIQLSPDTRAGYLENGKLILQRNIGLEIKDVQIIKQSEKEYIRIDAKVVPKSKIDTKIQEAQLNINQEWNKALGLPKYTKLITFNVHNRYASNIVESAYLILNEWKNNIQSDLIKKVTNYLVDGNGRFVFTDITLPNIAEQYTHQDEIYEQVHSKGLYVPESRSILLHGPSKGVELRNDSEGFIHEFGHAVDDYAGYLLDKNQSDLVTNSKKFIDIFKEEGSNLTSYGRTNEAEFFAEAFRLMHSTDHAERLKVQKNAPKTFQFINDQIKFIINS
SSB-PriA inh: inhibitors of Klebsiella pneumoniae PriA binding to SSB C-terminal tail | AlphaScreen SSBct-PriA binding, biotinylated peptide | inhibition, % at 33 µM | actives 0.6% (n = 430,000); in the data active = inhibition mostly above about 37%, no sharp cut-off; inactive = mostly below about 20%;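 note: plate controls were negative control peptide for no effect and reference peptide for full effect; strong numbers were not always called active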
SARS 3CLpro inh: SARS-CoV 3CLpro protease inhibition; inhibition, % at 6 µM; actives 0.14% (n = 290,000); P0C6X7; AID 1706; recombinant SARS-CoV 3CLpro, quenched FRET peptide cleavage; in the data active = inhibition above about 12%
Rv3671c inh: Rv3671c (M. tuberculosis) protease inhibition; P9WHR9; inhibition, % at 5.96 µM; actives 0.048% (n = 320,000); in the data active = inhibition above about 38%;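 note: extracellular domain of Rv3671c used as enzyme; 0% = enzyme with DMSO and 100% = no enzyme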
PfHsp40 yeast: rescue of PfHsp40-mediated yeast toxicity; S. cerevisiae expressing PfHsp40, growth rescue, ATP luminescence; actives 0.68% (n = 340,000); growth rescue, % at 12.5 µM; in the data active = growth rescue above about 28%, passing the limit was not always enough;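 note: yeast W303a lacking pdr1 and pdr3 grown in galactose medium; growth measured after three days at 30 °C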
MazF activator: MazEF (E. coli) toxin RNase activation. P0AE70. FAM/BHQ RNA-DNA oligo cleavage fluorescence, 5 h. activation, % at 20 µM. actives 0.32% (n = 350,000); in the data active = activation above about 50%
Target sequence (P0AE70 whole entry, looked up): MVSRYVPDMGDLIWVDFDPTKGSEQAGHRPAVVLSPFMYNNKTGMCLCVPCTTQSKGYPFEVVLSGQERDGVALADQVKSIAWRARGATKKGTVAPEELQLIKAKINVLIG
DUSP3 inh: blocks human VHR1 dual specificity phosphatase | recombinant VHR phosphatase, pNPP absorbance | inhibition, % at 13.3 µM | actives 0.52% (n = 290,000) | AID 1654; in the data active = inhibition above about 50%; note: some compounds called inactive have numbers as strong as hits
TcdB GH inh: inhibitors of Clostridioides difficile toxin B glycohydrolase; inhibition, % at 9.99 µM; TcdB glycohydrolase enzymatic assay, plate reader; actives 0.24% (n = 350,000); in the data active = inhibition above about 10%
Vc quorum ag: quorum light induction in luxS cqsA deficient V. cholerae | V. cholerae BH1578 lux reporter, luminescence, 6 h | activation, % at 18.7 µM | actives 0.16% (n = 350,000); in the data active = activation mostly above about 9.7%, no sharp cut-off; note: not every result past the cut was called active; inactives centre near 0; reference of the scale not given here
Y pestis TopoI: Y. pestis Topo-I inhibition via cleavage products | Y. pestis Topo-I cleavage product accumulation, plate reader | activity, % at 10 µM | actives 0.064% (n = 360,000); in the data active = activity above about 50%, passing the limit was not always enough; note: inactives centre near 2
Active calls of the source: *.

What do the screens show for `COc1ccc(NC(=O)CCNC(=O)c2ccco2)cc1S(=O)(=O)N(C)C`?
Anthrax LF prot: -2; SSB-PriA inh: -13; SARS 3CLpro inh: -4; Rv3671c inh: -13; PfHsp40 yeast: 0.0; MazF activator: 7; DUSP3 inh: -2; TcdB GH inh: 0.9; Vc quorum ag: 0.4; Y pestis TopoI: 1

How did Cc1csc(NC(=O)CN2CCCCCC2)n1 do in these assays?
Anthrax LF prot: 0; SSB-PriA inh: 2; SARS 3CLpro inh: -2; Rv3671c inh: -1; PfHsp40 yeast: 1.5; MazF activator: 12; DUSP3 inh: 22; TcdB GH inh: 0.1; Vc quorum ag: -0.6; Y pestis TopoI: 7

How did Cc1ccc(C)c(N2CCN(C(=O)CCCCCn3c(=S)[nH]c4ccc(N5CCOCC5)cc4c3=O)CC2)c1 do in these assays?
Anthrax LF prot: -3; SSB-PriA inh: -4; SARS 3CLpro inh: 5; Rv3671c inh: 12; PfHsp40 yeast: 1.3; MazF activator: -15; DUSP3 inh: -32; TcdB GH inh: 1.8; Vc quorum ag: -1.0; Y pestis TopoI: 27

How did Clc1nc(NCCc2ccccc2)c2cn[nH]c2n1 do in these assays?
Anthrax LF prot: -4; SSB-PriA inh: -5; PfHsp40 yeast: -0.4; MazF activator: 7; TcdB GH inh: 0.5; Vc quorum ag: inactive; Y pestis TopoI: -3

What do the screens show for `CNC(=S)N/N=C1\C2CN3CCN(C2)CC1(c1ccccc1)C3`?
Anthrax LF prot: 0; SARS 3CLpro inh: 3; Rv3671c inh: 3; PfHsp40 yeast: -1.3; MazF activator: 6; DUSP3 inh: -5; Vc quorum ag: -0.4; Y pestis TopoI: 3

How did CC(C)(C)OC(=O)NCCCCCNC(=O)c1[nH]cnc1C(=O)Nc1cc(Br)ccc1F do in these assays?
Anthrax LF prot: -4; MazF activator: -26; TcdB GH inh: 1.1; Vc quorum ag: inactive; Y pestis TopoI: -4

Results for Cc1cnc(C(=O)Nc2ccc(N3CCCCC3)cc2)cn1 ?
Anthrax LF prot: -8; SSB-PriA inh: 2; SARS 3CLpro inh: -2; Rv3671c inh: -9; PfHsp40 yeast: -1.3; MazF activator: 8; DUSP3 inh: 24; TcdB GH inh: -12; Vc quorum ag: inactive; Y pestis TopoI: -1

How did CNC(=O)N/N=C(\N)c1ccccn1 do in these assays?
Anthrax LF prot: 5; SARS 3CLpro inh: 6; Rv3671c inh: 4; PfHsp40 yeast: -1.4; MazF activator: 0; DUSP3 inh: 19; TcdB GH inh: -0.4; Vc quorum ag: -0.4; Y pestis TopoI: 0

How did CN(CC(=O)NCC1CCCO1)S(=O)(=O)c1ccc2ccccc2c1 (stereo not given) do in these assays?
Anthrax LF prot: 0; MazF activator: 5; TcdB GH inh: 2.2; Vc quorum ag: inactive; Y pestis TopoI: 1

What do the screens show for `CC1(C)CC(=O)C(C=Nc2ccc3c(c2)OCO3)=C(O)C1`?
Anthrax LF prot: -9; SSB-PriA inh: -9; SARS 3CLpro inh: -4; Rv3671c inh: -6; PfHsp40 yeast: -0.2; MazF activator: -6; DUSP3 inh: -11; Vc quorum ag: -0.9; Y pestis TopoI: 0

Results for Cc1cc(C)n(-c2ccc(NN=C(C#N)C#N)cc2)n1 ?
Anthrax LF prot: -13; SSB-PriA inh: 28; SARS 3CLpro inh: 8; Rv3671c inh: 2; PfHsp40 yeast: 2.4; MazF activator: -3; DUSP3 inh: 18; TcdB GH inh: -0.7; Vc quorum ag: -0.4; Y pestis TopoI: 4

Results for CC12CCC(C(=NO)C1=O)C2(C)C (stereo not given) ?
Anthrax LF prot: 3; SSB-PriA inh: -9; PfHsp40 yeast: -1.6; MazF activator: 5; TcdB GH inh: 1.1; Vc quorum ag: -4.3; Y pestis TopoI: 7

What do the screens show for `Cc1nn(-c2ccccc2)c(C)c1[N+](=O)[O-]`?
Anthrax LF prot: -8; SSB-PriA inh: -15; SARS 3CLpro inh: 2; Rv3671c inh: 2; PfHsp40 yeast: 0.1; MazF activator: 4; DUSP3 inh: 20; TcdB GH inh: -1.3; Vc quorum ag: 0.7; Y pestis TopoI: 2

Results for CN(C)c1ccc(-c2ccnc3c2CC(C)(C(=O)NCC2CC2)O3)cc1 (stereo not given) ?
Anthrax LF prot: -6; TcdB GH inh: 0.6; Vc quorum ag: inactive; Y pestis TopoI: 11

What do the screens show for `CC(C)C(=O)Nc1cccc(C(=O)NCCc2ccc(S(N)(=O)=O)cc2)c1`?
Anthrax LF prot: -1; SSB-PriA inh: -3; SARS 3CLpro inh: 2; Rv3671c inh: -1; PfHsp40 yeast: -1.2; MazF activator: 8; DUSP3 inh: 22; Vc quorum ag: inactive; Y pestis TopoI: 11

How did COc1ccc(CN(C(=O)c2ccc3c(c2)OCCO3)C(C(=O)NC2CCCCC2)c2ccc3ncccc3c2)cc1 (stereo not given) do in these assays?
Anthrax LF prot: -5; SSB-PriA inh: -1; SARS 3CLpro inh: -6; Rv3671c inh: -3; PfHsp40 yeast: 0.3; MazF activator: -5; DUSP3 inh: 26; Vc quorum ag: -1.8; Y pestis TopoI: 11

Results for CC1=CCC2([N+](=O)[O-])CN(CC(=O)O)CC1([N+](=O)[O-])C2 (stereo not given) ?
Anthrax LF prot: 0; SSB-PriA inh: -7; SARS 3CLpro inh: 0; Rv3671c inh: 3; PfHsp40 yeast: -0.8; MazF activator: 5; DUSP3 inh: 4; TcdB GH inh: -0.1; Vc quorum ag: -0.3; Y pestis TopoI: -2

How did CCCNc1nc(OCC(F)(F)F)nc(OCC(F)(F)F)n1 do in these assays?
Anthrax LF prot: 2; SSB-PriA inh: -4; SARS 3CLpro inh: -1; Rv3671c inh: -2; PfHsp40 yeast: -0.2; MazF activator: -1; DUSP3 inh: 24; TcdB GH inh: 0.4; Vc quorum ag: -0.5; Y pestis TopoI: 13

How did COc1cc(CCCN2C(=O)C(=O)NC[C@@H]2C(C)O)cc(OC)c1OC (stereo not given in full) do in these assays?
Anthrax LF prot: -5; SSB-PriA inh: -12; Rv3671c inh: 4; PfHsp40 yeast: 0.4; MazF activator: 9; DUSP3 inh: 0; TcdB GH inh: 2.0; Vc quorum ag: -8.1; Y pestis TopoI: -4

Results for CCCS(=O)(=O)n1nc(-c2ccccc2)cc1N ?
Anthrax LF prot: -6; SSB-PriA inh: -2; SARS 3CLpro inh: -3; Rv3671c inh: -3; PfHsp40 yeast: 1.7; MazF activator: 7; DUSP3 inh: 54*; TcdB GH inh: 2.5; Vc quorum ag: -0.1; Y pestis TopoI: 3

How did Cc1ccc(-c2csc(NC(=S)NC(=O)c3cccs3)n2)cc1 do in these assays?
Anthrax LF prot: 1; SSB-PriA inh: -8; SARS 3CLpro inh: 2; Rv3671c inh: -9; PfHsp40 yeast: -1.3; MazF activator: -2; DUSP3 inh: 5; Vc quorum ag: 0.9; Y pestis TopoI: -2

What do the screens show for `O=C(CN(Cc1ccc(F)cc1)C(=O)c1csnn1)NC1CCCC1`?
Anthrax LF prot: -2; SSB-PriA inh: 2; SARS 3CLpro inh: -7; Rv3671c inh: -5; PfHsp40 yeast: 0.8; MazF activator: 3; DUSP3 inh: 30; TcdB GH inh: 1.3; Vc quorum ag: -0.3; Y pestis TopoI: 10

How did CCOC(=O)CN(C(=O)CNC(=O)c1cccs1)C(C(=O)NC1CCCCC1)c1cccnc1 (stereo not given) do in these assays?
Anthrax LF prot: -2; SSB-PriA inh: -8; SARS 3CLpro inh: 5; Rv3671c inh: 2; PfHsp40 yeast: 0.1; MazF activator: 4; DUSP3 inh: 0; Vc quorum ag: -6.2; Y pestis TopoI: -1

What do the screens show for `CN1CCN(C(=O)CCc2nc3ccccc3c(=O)[nH]2)CC1`?
Anthrax LF prot: 4; SSB-PriA inh: 10; SARS 3CLpro inh: 1; Rv3671c inh: -4; PfHsp40 yeast: -1.0; MazF activator: 5; DUSP3 inh: 10; Vc quorum ag: inactive; Y pestis TopoI: -2

Results for CC(C)Cn1c(SC(C)C(=O)Nc2ccc(N3CCOCC3)cc2)nc2ccccc21 (stereo not given) ?
Anthrax LF prot: 0; SSB-PriA inh: 41; SARS 3CLpro inh: 4; Rv3671c inh: 8; PfHsp40 yeast: -0.3; MazF activator: 2; DUSP3 inh: 13; TcdB GH inh: 0.8; Vc quorum ag: 0.6; Y pestis TopoI: 5

Results for Cc1ccc(OCCC(=O)N(CCC(C)C)c2c(N)n(Cc3ccccc3)c(=O)[nH]c2=O)cc1 ?
Anthrax LF prot: 0; SSB-PriA inh: 2; Rv3671c inh: 1; PfHsp40 yeast: -1.1; MazF activator: -10; Vc quorum ag: 2.4; Y pestis TopoI: -7

How did CC(=O)c1ccc(NC(=O)C(C)OC(=O)CCN=C2NS(=O)(=O)c3ccccc32)cc1 (stereo not given) do in these assays?
Anthrax LF prot: 5; SSB-PriA inh: -1; Rv3671c inh: 0; PfHsp40 yeast: 0.5; MazF activator: 4; TcdB GH inh: 1.7; Vc quorum ag: -0.1; Y pestis TopoI: 1

What do the screens show for `O=C(Nc1ccc2c(c1)CCC2)Nc1ccccc1Cl`?
Anthrax LF prot: -3; SSB-PriA inh: -2; SARS 3CLpro inh: -3; Rv3671c inh: -7; PfHsp40 yeast: -0.4; MazF activator: -3; DUSP3 inh: 23; TcdB GH inh: 0.5; Vc quorum ag: inactive; Y pestis TopoI: -5

How did COC(=O)c1ccccc1NC(=O)CCCCCn1nnc2ccccc2c1=O do in these assays?
Anthrax LF prot: -4; SSB-PriA inh: -5; SARS 3CLpro inh: 1; Rv3671c inh: -2; PfHsp40 yeast: -2.8; MazF activator: -4; TcdB GH inh: 0.6; Vc quorum ag: inactive; Y pestis TopoI: 15

How did O=C1CC(C(=O)O)C2(CCCC2)O1 (stereo not given) do in these assays?
Anthrax LF prot: -2; SSB-PriA inh: 1; SARS 3CLpro inh: 1; Rv3671c inh: 3; PfHsp40 yeast: 0.7; MazF activator: 2; Vc quorum ag: inactive; Y pestis TopoI: -1

Molecules listed so far with a nitro group on carbon (2):
What do the screens show for `Cc1nn(-c2ccccc2)c(C)c1[N+](=O)[O-]`?
Anthrax LF prot: -8; SSB-PriA inh: -15; SARS 3CLpro inh: 2; Rv3671c inh: 2; PfHsp40 yeast: 0.1; MazF activator: 4; DUSP3 inh: 20; TcdB GH inh: -1.3; Vc quorum ag: 0.7; Y pestis TopoI: 2

Results for CC1=CCC2([N+](=O)[O-])CN(CC(=O)O)CC1([N+](=O)[O-])C2 (stereo not given) ?
Anthrax LF prot: 0; SSB-PriA inh: -7; SARS 3CLpro inh: 0; Rv3671c inh: 3; PfHsp40 yeast: -0.8; MazF activator: 5; DUSP3 inh: 4; TcdB GH inh: -0.1; Vc quorum ag: -0.3; Y pestis TopoI: -2

(next part)
What do the screens show for `O=C(/C=C/c1ccccc1)Nc1cccc(C(=O)NC2CC2)c1`?
Anthrax LF prot: -4; SSB-PriA inh: -4; PfHsp40 yeast: 1.3; MazF activator: 5; TcdB GH inh: 0.5; Vc quorum ag: -0.6; Y pestis TopoI: -6

Results for CCOC(=O)c1ccc(NC(=O)CN(C)S(=O)(=O)c2ccc(OC)cc2)cc1 ?
Anthrax LF prot: 0; SSB-PriA inh: 4; SARS 3CLpro inh: -2; Rv3671c inh: -32; PfHsp40 yeast: 0.6; MazF activator: 4; DUSP3 inh: 30; TcdB GH inh: 1.0; Vc quorum ag: -5.9; Y pestis TopoI: 11

Results for CN(CC(=O)NC1CCCCC1)S(=O)(=O)c1ccc2c(c1)c(=O)n(C)c(=O)n2C ?
Anthrax LF prot: 2; SSB-PriA inh: -10; SARS 3CLpro inh: -2; Rv3671c inh: 6; PfHsp40 yeast: 0.2; MazF activator: 5; DUSP3 inh: 12; TcdB GH inh: -1.9; Vc quorum ag: -0.4; Y pestis TopoI: -5

Results for CC(=O)c1c(C)[nH]c(C(=O)Nc2nccs2)c1C ?
Anthrax LF prot: -1; SSB-PriA inh: -11; SARS 3CLpro inh: 0; Rv3671c inh: -8; PfHsp40 yeast: -2.4; MazF activator: 0; DUSP3 inh: 13; TcdB GH inh: 0.2; Vc quorum ag: -0.3; Y pestis TopoI: 4

From PubChem BioAssay

These rows are one share of the data, so the mix of outcomes need not match the whole.
